Bioassay records: PubChem BioAssay, Sanford-Burnham Center for Chemical Genomics
mIAP act – mouse IAP activation | hit rate 0.24% among 330,000 | activation factor at 10 µM | muIAP, CDP-Star luminescence, 30 min; hits give high values; 1 = vehicle-only enzyme signal, 0 = enzyme-free wells;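 active means activation factor of at least 2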; further: the source names both 10 and 20 µM as test concentration; values of inactives mirror those of a sister screen read the other way
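Assay system: mouse IAP enzyme / Compound: DMSO-dissolved test compounds / Timing: 30 min, room temperature / Measured by: luminescence from enzymatic CDP-Star hydrolysis / Control set: DMSO-only wells, enzyme-free buffer wells as negative control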
A3A deaminase – inhibitors of human APOBEC3A DNA deaminase; P31941; recombinant A3A, FAM/TAMRA ssDNA deamination fluorescence; inhibition, % at 20 µM; hit rate 0.41% among 330,000; AID 493011;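 active means at least 40% inhibition at 20 µM here, with at most 30% in a related deaminase screen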;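 further: plate controls were A3A with DMSO for no effect and wells lacking A3A enzyme for full effect; some results filed as inactive read as strong as hits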
Target sequence (P31941 whole entry, looked up): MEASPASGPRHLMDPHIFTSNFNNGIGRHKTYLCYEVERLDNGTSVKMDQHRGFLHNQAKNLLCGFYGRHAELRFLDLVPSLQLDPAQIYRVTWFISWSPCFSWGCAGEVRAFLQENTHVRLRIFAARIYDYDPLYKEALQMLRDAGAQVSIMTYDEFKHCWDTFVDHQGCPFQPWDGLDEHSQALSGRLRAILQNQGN
MIN6 prolif – MIN6 beta-cell proliferation induction; hit rate 0.29% among 330,000; MIN6 cells proliferation, ATPlite luminescence, 48 h; cells starved in 0.2% serum; 100% = growth in 10% serum; AID 2380; proliferation, % at 10 µM;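 active means compounds whose signal lies at least 3.5 SD above the mean of all wells on their plate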;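 further: 0% = DMSO-treated cells in low-serum medium and 100% = 10% serum control; some compounds called inactive have numbers as strong as hits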
GRIN3A LBD mod – modulates the human NR3A ligand-binding domain | NR3A LBD differential scanning fluorimetry, Tm shift; 0% = protein alone, 100% = glycine-bound protein | Tm shift relative to glycine control, % at 25 µM | hit rate 2.5% among 340,000;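 active means melting temperature shift of at least 10% of the positive control shift, at one fixed dose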
hIAP act – human IAP activation. hit rate 0.16% among 330,000. AID 2524. purified human IAP, CDP-Star luminescence, 30 min; hits give high values; 1 = vehicle-only enzyme, 0 = enzyme-free background. activation factor at 10 µM;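 active means activation factor of the enzyme at least 2-fold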; further: the source names both 10 and 20 µM as test concentration; values of inactives mirror those of a sister screen read the other way
Target sequence (P09923 whole entry, looked up): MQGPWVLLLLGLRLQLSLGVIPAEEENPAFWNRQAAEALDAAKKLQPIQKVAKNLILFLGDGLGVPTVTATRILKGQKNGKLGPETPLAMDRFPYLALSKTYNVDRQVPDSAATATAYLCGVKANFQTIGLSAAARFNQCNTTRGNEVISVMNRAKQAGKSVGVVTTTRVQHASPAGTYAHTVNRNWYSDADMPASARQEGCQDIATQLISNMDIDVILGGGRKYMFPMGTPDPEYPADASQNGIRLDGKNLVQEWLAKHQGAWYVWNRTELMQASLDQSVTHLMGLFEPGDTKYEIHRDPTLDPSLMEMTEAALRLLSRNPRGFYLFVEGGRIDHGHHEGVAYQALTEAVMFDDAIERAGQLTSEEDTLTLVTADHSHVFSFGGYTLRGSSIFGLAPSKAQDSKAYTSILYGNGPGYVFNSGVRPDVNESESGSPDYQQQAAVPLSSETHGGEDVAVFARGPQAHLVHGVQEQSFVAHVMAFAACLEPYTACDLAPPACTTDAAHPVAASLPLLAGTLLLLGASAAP
mIAP inh – blocks mouse intestinal alkaline phosphatase; AID 2806; purified mouse IAP, CDP-Star luminescence, 30 min; inhibition, % at 10 µM; hit rate 0.2% among 330,000;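 active means inhibition of at least 40% at 10 µM in the primary screen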;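 further: plate controls were DMSO with enzyme for no effect and no enzyme wells for full effect; values of inactives mirror those of a sister screen read the other way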
MPTP inh – inhibitors of mitochondrial permeability transition pore. isolated mouse mitochondria, Ca2+ swelling absorbance, 30 min. inhibition, % at 10 µM. hit rate 1.4% among 360,000. AID 602449;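 active means inhibition of 50% or more, scaled per plate between neutral and stimulator controls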;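 further: 0% = DMSO wells given calcium and 100% = 1 mM EGTA wells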
A3G deaminase – APOBEC3G (human) deaminase inhibition; Q9HC16; hit rate 0.28% among 330,000; recombinant A3G, ssDNA deamination FAM/TAMRA fluorescence; inhibition, % at 20 µM;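 active means inhibition of at least 40% at 20 µM, with no more than 30% in the related APOBEC3A deaminase screen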;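 further: plate controls were DMSO wells with A3G for no effect and wells lacking A3G enzyme for full effect; some compounds called inactive have numbers as strong as hits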
Target sequence (Q9HC16 whole entry, looked up): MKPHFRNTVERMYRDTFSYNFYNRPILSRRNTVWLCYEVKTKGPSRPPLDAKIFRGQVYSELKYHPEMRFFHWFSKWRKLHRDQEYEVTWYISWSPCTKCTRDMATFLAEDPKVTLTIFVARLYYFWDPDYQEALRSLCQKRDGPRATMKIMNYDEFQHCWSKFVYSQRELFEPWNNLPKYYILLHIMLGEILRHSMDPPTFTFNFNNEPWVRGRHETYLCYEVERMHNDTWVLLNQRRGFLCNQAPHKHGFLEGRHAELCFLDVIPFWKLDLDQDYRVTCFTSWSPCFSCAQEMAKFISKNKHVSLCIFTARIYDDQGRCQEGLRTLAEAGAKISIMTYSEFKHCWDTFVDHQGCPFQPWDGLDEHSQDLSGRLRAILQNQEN
hIAP inh – blocks human intestinal alkaline phosphatase; P09923; inhibition, % at 10 µM; hit rate 0.12% among 330,000; purified IAP, CDP-Star luminescence, 30 min;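 active means inhibition reaching a set limit with compound at 10 µM in the primary screen, cut at about 35% in these data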;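 further: plate controls were DMSO wells with enzyme for no effect and no-enzyme buffer wells for full effect; values of inactives mirror those of a sister screen read the other way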
Starred values were filed as active, the others as inactive; nt = not tested or not shown. Hits appear at their usual frequency. Share with any hit: about 5%.

SMILES	mIAP act	A3A deaminase	MIN6 prolif	GRIN3A LBD mod	hIAP act	mIAP inh	MPTP inh	A3G deaminase	hIAP inh
Cc1cc(C)c2cc(CN(CCO)C(=O)Nc3ccc(F)cc3)c(=O)[nH]c2c1	0.97	-4	1	1	0.87	3	2.7	-8	13
Cc1ccc(C)c(Sc2ccc(S(=O)(=O)Nc3ccc(C(=O)O)cc3)cc2)c1	1.1	1	-1	-18	1.1	-7	5.3	-1	-6
N#Cc1cn(CC(=O)N2CCc3ccccc3C2)c2ccccc12	0.96	0	3	0	1.1	4	-0.7	-2	-14
CCC(COC)NC(=O)c1ccc(OC)c(OC2CCN(C(C)=O)CC2)c1 (stereo not given)	1.1	2	0	-1	1.3	-5	1.0	-5	-27
CN(C)c1nc(OCc2ccccc2)c2ncc(=O)[nH]c2n1	1.1	6	1	-1	1.1	-13	4.2	-4	-6
CCC(=O)N1CCc2cc(S(=O)(=O)CCC(=O)NCc3ccc(OC)cc3)ccc21	1.1	0	8	0	1.3	-5	-0.5	-3	-27
CC1(c2ccc(Cl)cc2)NC(=O)N(CC(=O)NCc2cccs2)C1=O (stereo not given)	1.1	-1	0	1	0.88	-5	1.2	-1	12
CCn1cc(C(=O)NCc2ccco2)c(=O)c2cc(S(=O)(=O)N3CC(C)CC(C)C3)ccc21 (stereo not given)	0.87	-2	-6	-4	1.1	13	4.9	-3	-13
COc1cccc(Cn2nc3c4cc(F)ccc4n(Cc4ccc(F)cc4)cc-3c2=O)c1	1	1	0	1	0.94	-1	0.1	1	6
CCOC(=O)c1cccc(NC(=O)/C(=C\c2ccccc2)NC(=O)c2ccccc2Cl)c1	0.9	-2	-2	2	1.1	10	1.1	1	-13
O=C(CCNS(=O)(=O)c1ccc2c(c1)CCC(=O)N2)Nc1ccc(F)c(F)c1	0.94	-1	0	0	0.89	6	-1.1	-3	11
CCN(C(=O)COC(=O)/C=C/c1ccccc1[N+](=O)[O-])C1CCS(=O)(=O)C1 (stereo not given)	1.1	-6	-3	1	0.95	-5	0.4	-14	5
O=C(NC(C(=O)c1ccccc1)N1CCCCCC1)c1ccco1 (stereo not given)	0.98	-2	2	1	0.96	2	0.4	-9	4
CCCC1CCc2c(c3ccccc3[nH]c2=O)O1 (stereo not given)	0.93	-3	-2	2	1	7	-1.9	-6	-2
CC1CCN(CCCNC(=O)C2CCN(S(=O)(=O)N3CCC4(CC3)OCCO4)CC2)CC1	0.9	0	-1	0	1.1	10	0.0	6	-7
CNCCOc1ccccc1OC(C)C	0.98	-2	-2	0	1	2	-1.1	-5	0
CC(/C=C/C=C/c1ccccc1)=N/NC(=O)c1ccc2c(c1)OCCO2	0.89	-3	1	1	0.97	11	3.5	-8	2
COc1cccc(CNC(=O)c2ccc(C)c(S(=O)(=O)N3CCCCC3)c2)c1	1	-5	-4	3	0.91	-1	-0.3	-4	9
O=C(CSc1ccccc1C(=O)O)c1ccccc1	0.99	-2	-4	0	1.1	1	-2.1	-6	-11
CN(C(=O)COC(=O)C1CCN(S(=O)(=O)c2c(Cl)cccc2Cl)CC1)C1CCS(=O)(=O)C1 (stereo not given)	1	1	-1	-1	1.1	-2	0.6	9	-7

Rewritten in CSV form: entries from further up.
molecule,mIAP act,A3A deaminase,MIN6 prolif,GRIN3A LBD mod,hIAP act,mIAP inh,MPTP inh,A3G deaminase,hIAP inh
CNCCOc1ccccc1OC(C)C,0.98,-2,-2,0,1,2,-1.1,-5,0
CC(/C=C/C=C/c1ccccc1)=N/NC(=O)c1ccc2c(c1)OCCO2,0.89,-3,1,1,0.97,11,3.5,-8,2

Back to the main list, starting two compounds before the break.
SMILES	mIAP act	A3A deaminase	MIN6 prolif	GRIN3A LBD mod	hIAP act	mIAP inh	MPTP inh	A3G deaminase	hIAP inh
O=C(CSc1ccccc1C(=O)O)c1ccccc1	0.99	-2	-4	0	1.1	1	-2.1	-6	-11
CN(C(=O)COC(=O)C1CCN(S(=O)(=O)c2c(Cl)cccc2Cl)CC1)C1CCS(=O)(=O)C1 (stereo not given)	1	1	-1	-1	1.1	-2	0.6	9	-7
COc1ccc(CNC(=O)c2ccc3c(c2)NC(=O)C(C)S3)cc1 (stereo not given)	1	-1	0	-2	0.98	-3	2.5	-6	2
Brc1cc(Cc2nnc(-c3ccccc3)o2)c(Br)s1	1	0	-1	0	1.3	0	2.4	-2	-32
O=C(Nc1ccccc1)Nc1ccccc1C(=O)NCC1CC1	1	-2	1	1	0.92	-3	2.2	-1	8
CC[C@H](C)[C@H](NC(N)=O)C(=O)Nc1ccc(S(=O)(=O)NC(C)C)cc1	0.93	-1	-3	-1	0.96	7	1.2	-8	4
Cn1nnnc1SCC(=O)NCc1cccs1	0.86	-3	1	0	0.91	14	-0.5	-3	9
O=C(NN=C1CCCC1)c1ccccc1O	0.97	-2	-1	2	0.95	3	-0.5	0	5
C#CCN(C(=O)Nc1ccccc1)c1ccccc1	0.97	1	0	-1	0.99	3	-0.8	0	1
COc1cc(-c2c(-c3ccc4c(c3)OCO4)noc2C)ccc1F	1.1	1	1	-2	1.1	-5	-0.8	8	-11
N#Cc1c(Nc2ccccc2Cl)s[nH]c1=O	0.93	-5	-4	-3	1	7	1.1	-10	-4
Nc1ncc(Br)cc1Br	1	8	-1	1	1.1	-5	-3.7	3	-11
N=c1ccn(Cc2cccc(F)c2)cc1	1	-1	-1	-1	1.2	-4	1.8	-7	-19
O=[N+]([O-])c1ccc(Nc2ccc3ccccc3c2)nc1	0.88	-1	0	38*	0.92	12	78*	0	8
O=C(COc1ccccc1)Nc1ncccn1	1	-6	-1	1	0.88	0	-0.5	2	12
O=C(O)CCC(=O)Nc1ccc(S(=O)(=O)Nc2nccs2)cc1	1	-1	9	-2	0.94	-2	-3.6	-4	6
CCc1cccc(Nc2cc(C)nc3ncnn23)c1	0.84	-2	0	-3	0.92	16	-2.9	-3	8
Oc1ccccc1-c1nc2ccccc2nc1-c1ccccc1	0.91	-4	2	1	0.95	9	-0.3	-5	5
Cc1csc(=N)n1CC(=O)N1CCc2ccccc21	1	-5	2	5	0.85	-2	-0.2	-8	15
NC(=O)CN(c1ccccc1)C1SC(=O)N(Cc2ccccc2)C1=O (stereo not given)	0.89	9	-4	0	1	11	-1.3	-3	-3
Cc1ccc(NC(=O)C(C)N2C(=O)c3ccccc3C2=O)cc1 (stereo not given)	0.92	-1	-2	0	1.1	8	-2.2	-2	-13
CCCn1c(SCC(=O)Nc2cc(Cl)ccc2OC)nc(O)cc1=O	0.87	-5	-1	0	0.98	13	1.5	-8	2

The final three entries of the part above come first, to join the parts.
SMILES	mIAP act	A3A deaminase	MIN6 prolif	GRIN3A LBD mod	hIAP act	mIAP inh	MPTP inh	A3G deaminase	hIAP inh
NC(=O)CN(c1ccccc1)C1SC(=O)N(Cc2ccccc2)C1=O (stereo not given)	0.89	9	-4	0	1	11	-1.3	-3	-3
Cc1ccc(NC(=O)C(C)N2C(=O)c3ccccc3C2=O)cc1 (stereo not given)	0.92	-1	-2	0	1.1	8	-2.2	-2	-13
CCCn1c(SCC(=O)Nc2cc(Cl)ccc2OC)nc(O)cc1=O	0.87	-5	-1	0	0.98	13	1.5	-8	2
CCc1nn(-c2ccccc2)c(N)c1C#N	0.96	-1	-2	8	1.3	4	0.4	-7	-31
CC(=O)Oc1cc2c(C(=O)NCCCN3CCOCC3)c(C)oc2c2ccccc12	1.1	-3	-4	1	0.98	-11	3.4	-9	2
COc1ccc(CNC(=O)c2ccc(NS(=O)(=O)c3ccc4[nH]c(=O)[nH]c4c3)cc2)cc1OC	1.1	-2	-2	-6	1.1	-14	-0.2	-6	-9
O=C(Nc1cc(Cl)ccc1-n1cncn1)c1cc(F)cc(F)c1	0.92	34	6	5	0.98	8	1.8	-5	2
CNc1nc(=S)[nH]c2ccccc12	1	-1	2	2	1.1	-2	0.7	-3	-15
Cc1ccc(C(=O)N/C(=C\c2cccnc2)C(=O)N2CCCC2)cc1	1.1	-1	0	-2	0.95	-6	0.5	-4	5
Cc1ccccc1CN1C(=O)CS/C1=N/N=C/c1ccco1	0.95	-2	0	0	1.3	4	2.1	-7	-33
COc1cccc(Nc2ncnc3sc(C)cc23)c1	0.88	-5	-3	-11	1.1	12	1.3	-2	-10
CN(C(=O)C1CCN(S(=O)(=O)c2ccccc2)CC1)c1c(N)n(Cc2ccccc2)c(=O)[nH]c1=O	1	1	-3	-1	0.99	-3	-0.1	-3	1
CCOc1cc(S(=O)(=O)Nc2ncn[nH]2)ccc1Br	0.91	-2	-3	2	0.93	10	-0.9	-7	7
Cc1cc(NC(=O)COC(=O)c2cc([N+](=O)[O-])ccc2N2CCOCC2)ccc1Br	0.91	2	-3	nt	0.96	9	0.7	-8	4
COc1cccc(C(=O)N[C@@H](C)C(=O)N2CCC3(CC2)NCCc2[nH]cnc23)c1	1	-2	0	1	1.2	0	-1.1	-2	-22
O=C(NC1CCCC1)c1ccc2nc[nH]c2c1	0.84	-1	-1	-14	1.2	16	0.9	12	-19
CC(NC(=O)C(c1ccccc1)c1ccccc1)C(=O)O (stereo not given)	1	0	0	-1	0.95	-3	-2.3	-3	5
CCN(CC)S(=O)(=O)c1cc(NC(=O)CCc2c(C)noc2C)ccc1C	1.1	1	-2	-1	0.98	-8	-0.1	9	2
Cc1ccc(C(=O)N2CCN(c3ccccc3F)CC2)cc1S(=O)(=O)N1CCOCC1	0.97	0	-4	1	0.92	3	-2.5	-2	8
CCC(C(=O)NCc1ccc(F)cc1)N(CCc1ccccc1)C(=O)c1snc(C(N)=O)c1N (stereo not given)	0.95	-5	-4	-3	0.98	5	1.4	-8	2
Cc1c(C(C)NC(=O)Nc2ccc(F)cc2F)cnn1C (stereo not given)	1.1	1	-1	-1	2.1*	-5	-0.5	-2	-110
COc1ccccc1N(C)S(=O)(=O)c1ccc(C(=O)N(C)Cc2ccc(OC(F)F)cc2)cc1	0.88	-3	-5	-1	1.2	12	1.1	-7	-21
CC(=O)Nc1ccc(Oc2sc(C(=O)c3ccccc3)c(N)c2C#N)cc1	0.92	-4	-4	-17	1.1	8	-1.4	-6	-9

In another format: results already given.
Fields: mIAP act | A3A deaminase | MIN6 prolif | GRIN3A LBD mod | hIAP act | mIAP inh | MPTP inh | A3G deaminase | hIAP inh
CN(C(=O)C1CCN(S(=O)(=O)c2ccccc2)CC1)c1c(N)n(Cc2ccccc2)c(=O)[nH]c1=O
    1 | 1 | -3 | -1 | 0.99 | -3 | -0.1 | -3 | 1
CCOc1cc(S(=O)(=O)Nc2ncn[nH]2)ccc1Br
    0.91 | -2 | -3 | 2 | 0.93 | 10 | -0.9 | -7 | 7
Cc1cc(NC(=O)COC(=O)c2cc([N+](=O)[O-])ccc2N2CCOCC2)ccc1Br
    0.91 | 2 | -3 | nt | 0.96 | 9 | 0.7 | -8 | 4

Other results follow.
SMILES	mIAP act	A3A deaminase	MIN6 prolif	GRIN3A LBD mod	hIAP act	mIAP inh	MPTP inh	A3G deaminase	hIAP inh
O=[N+]([O-])c1sccc1CS(=O)(=O)c1ccccc1	0.99	-3	-1	0	1.2	1	1.7	-6	-15
CCCN1CCN(CCCNC(=O)c2ccc(NC(=O)C3=C(C)OCCS3)cc2)CC1	0.99	-3	0	-1	1.4	1	-2.1	-4	-38
CCn1c2ccccc2c2nnc(SCC(N)=O)nc21	1	5	-1	-1	1	-2	-0.8	5	0
CC(=O)c1ccc(NCCC(=O)c2ccccc2)cc1	1	3	-6	3	1.1	-4	0.3	-7	-7
Cc1ccnc(NC(=O)CNC(=O)COc2ccccc2)c1	0.97	-2	-1	0	1	3	0.7	-3	-4
